mIAP block: inhibitors of mouse IAP, primary screen, biochemical, luminescence, uHTS | purified mouse IAP, CDP-Star luminescence, 30 min | inhibition, % at 10 µM | actives 0.2% (n = 330,000) | AID 2806, 2010;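 active means inhibition of at least 40% at 10 µM in the primary screen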;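 further: plate controls were DMSO with enzyme for no effect and no enzyme wells for full effect; values of inactives mirror those of a sister screen read the other way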
NLRP3 yeast inh: NALP3 inflammasome inhibitors in reconstituted yeast, primary screen, luminescence, uHTS | Yeast reconstituted NLRP3/ASC/caspase-1, beta-gal luminescence, 24 h | inhibition, % at 10 µM | actives 0.39% (n = 330,000) | AID 2825, 2010;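 active means inhibition of 50% or more; inactive means inhibition below 50%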;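 further: plate controls were induced DMSO wells for no effect and uninduced yeast grown without galactose for full effect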
tim10-1 inh: growth inhibitors of tim10-1 mutant yeast, primary screen, luminescence, uHTS; S. cerevisiae tim10-1 ts strain growth, BacTiter-Glo, 24 h; inhibition, % at 20 µM; actives 2.2% (n = 330,000);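 active means inhibition of at least 40%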;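 further: mutant grown at 25 °C; 0% = DMSO wells with yeast and 100% = wells holding no yeast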
hIAP activ: human IAP activators, primary screen, biochemical, luminescence, uHTS; Intestinal-type alkaline phosphatase (Homo sapiens), P09923; purified human IAP, CDP-Star luminescence, 30 min; stronger effect = higher value; 1 = vehicle-only enzyme, 0 = enzyme-free background; activation factor at 10 µM; actives 0.16% (n = 330,000); AID 2524, 2010;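 active means activation factor of the enzyme at least 2-fold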; further: the source names both 10 and 20 µM as test concentration; values of inactives mirror those of a sister screen read the other way
Target sequence (P09923 whole entry, looked up): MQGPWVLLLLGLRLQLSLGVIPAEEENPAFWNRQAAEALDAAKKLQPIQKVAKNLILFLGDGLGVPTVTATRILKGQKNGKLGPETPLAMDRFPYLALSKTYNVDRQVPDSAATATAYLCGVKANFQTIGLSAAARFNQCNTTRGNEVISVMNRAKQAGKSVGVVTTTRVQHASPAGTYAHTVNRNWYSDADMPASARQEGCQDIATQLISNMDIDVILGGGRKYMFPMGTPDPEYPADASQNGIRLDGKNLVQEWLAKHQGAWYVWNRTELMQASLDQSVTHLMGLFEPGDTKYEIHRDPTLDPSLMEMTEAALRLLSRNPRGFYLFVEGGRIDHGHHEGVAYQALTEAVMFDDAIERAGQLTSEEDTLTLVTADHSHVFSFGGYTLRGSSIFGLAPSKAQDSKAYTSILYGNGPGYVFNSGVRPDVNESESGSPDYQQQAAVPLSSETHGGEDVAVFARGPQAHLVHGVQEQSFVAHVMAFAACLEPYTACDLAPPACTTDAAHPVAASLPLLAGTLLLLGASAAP
TIM10 inh: growth inhibitors of isogenic TIM10 control yeast, primary screen, counter-screen for tim10-1 yeast inhibitor project, luminescence, uHTS | S. cerevisiae TIM10 strain growth, BacTiter-Glo luminescence, 24 h | inhibition, % at 10 µM | actives 1.4% (n = 330,000) | AID 463195, 2010;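 active means inhibition of 40% or more at the single tested concentration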;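 further: wild-type TIM10 isogenic control strain grown at permissive 25 °C; 0% = DMSO yeast wells and 100% = minimal medium wells without yeast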
Apaf1 inhib: inhibitors of human Apaf-1 apoptosome, primary screen, biochemical, DEVD-Rh110 fluorescence, uHTS; AID 489030, 2010; inhibition, % at 20 µM; Apoptotic protease-activating factor 1 (Homo sapiens), O14727; reconstituted apoptosome caspase-3 activity; actives 0.71% (n = 330,000); active means inhibition of at least 40% at 20 µM;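 further: plate controls were DMSO wells for no effect and DEVD-CHO caspase inhibitor wells for full effect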
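Material: reconstituted apoptosome with Apaf-1, cytochrome c, caspase-9, procaspase-3, dATP. Technique: Rh110 fluorescence intensity. Buffer or medium: pH 7.5 Hepes buffer with CHAPS, BSA, DTT. Times: 30 min plus 50 min, RT.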
ATG4B inh: ATG4B protease inhibitors, primary screen, biochemical, fluorescence, uHTS | Cysteine protease ATG4B (Homo sapiens), Q9Y4P1 | ATG4B cleavage of LC3-PLA2, NBD-HPC fluorescence, 1 h | inhibition, % at 8.33 µM | actives 0.51% (n = 340,000) | AID 504462, 2011; in the data active means inhibition above about 40%
Target sequence (Q9Y4P1 whole entry, looked up): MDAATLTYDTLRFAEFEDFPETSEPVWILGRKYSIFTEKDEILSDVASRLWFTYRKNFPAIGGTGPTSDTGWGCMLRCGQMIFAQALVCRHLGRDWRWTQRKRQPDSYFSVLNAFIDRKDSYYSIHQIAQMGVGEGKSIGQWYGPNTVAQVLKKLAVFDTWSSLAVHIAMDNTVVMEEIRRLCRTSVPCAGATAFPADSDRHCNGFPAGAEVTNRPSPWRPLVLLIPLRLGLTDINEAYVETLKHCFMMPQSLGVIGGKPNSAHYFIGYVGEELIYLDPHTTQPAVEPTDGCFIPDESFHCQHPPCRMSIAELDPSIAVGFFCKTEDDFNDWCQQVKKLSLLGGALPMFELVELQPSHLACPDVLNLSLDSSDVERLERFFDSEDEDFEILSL
mIAP activ: activators of mouse IAP, primary screen, biochemical, luminescence, uHTS. intestinal alkaline phosphatase [Mus musculus]. muIAP, CDP-Star luminescence, 30 min; stronger effect = higher value; 1 = vehicle-only enzyme signal, 0 = enzyme-free wells. activation factor at 10 µM. actives 0.24% (n = 330,000). AID 2805, 2010;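 active means activation factor of at least 2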; further: the source names both 10 and 20 µM as test concentration; values of inactives mirror those of a sister screen read the other way
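Assay system: mouse IAP enzyme; Reagent: CDP-Star chemiluminescent phosphatase substrate; Compound: DMSO-dissolved test compounds; Incubation: 30 min, room temperature; Technique: luminescence from enzymatic CDP-Star hydrolysis; Controls: DMSO-only wells and no-enzyme negative control.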
hIAP inh: human IAP inhibitors, primary screen, biochemical, luminescence, uHTS; Intestinal-type alkaline phosphatase (Homo sapiens), P09923; purified IAP, CDP-Star luminescence, 30 min; inhibition, % at 10 µM; actives 0.12% (n = 330,000);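 active means inhibition reaching a set limit with compound at 10 µM in the primary screen, cut at about 35% in these data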;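 further: plate controls were DMSO wells with enzyme for no effect and no-enzyme buffer wells for full effect; values of inactives mirror those of a sister screen read the other way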
An asterisk follows results filed as active; . = no result given. This is a subset, so the mix of outcomes need not match the whole.

The line under a structure holds: hIAP inh | NLRP3 yeast inh | ATG4B inh | TIM10 inh | Apaf1 inhib | tim10-1 inh | mIAP block | hIAP activ | mIAP activ
1. N#CC(c1cccnc1)N1CCOCC1 (stereo not drawn)
    -5 | 5 | -1 | -10 | 4 | -2 | 5 | 1.1 | 0.95
2. COc1ccc2c(C)c(CC(=O)N3C[C@H]4C[C@@H](C3)c3cccc(=O)n3C4)c(=O)oc2c1
    5 | 14 | -13 | -2 | -1 | -26 | -2 | 0.95 | 1
3. COc1ccc(CCNCc2ccccc2F)cc1
    -6 | 4 | 0 | 7 | -3 | -10 | 3 | 1.1 | 0.97
4. CCOC(=O)CN1C(=O)C2(C(C#N)=C(N)Oc3ccccc32)C(C(=O)OC)=C1C (stereo not drawn)
    -7 | 12 | 2 | 10 | 1 | 18 | -3 | 1.1 | 1
5. O=C1CC(c2cccnc2)=NN1c1ccccc1
    -14 | 10 | -5 | -1 | 21 | 22 | -3 | 1.1 | 1
6. CCCCCCCSc1cc(OC)c(CCNC)cc1OC
    6 | 33 | 11 | 18 | 25 | -38 | 4 | 0.94 | 0.96
7. CCCCNC(=S)N1CCn2cccc2C1c1cccnc1 (stereo not drawn)
    11 | 2 | 1 | -20 | 4 | 1 | -1 | 0.89 | 1
8. CC(CN(C)C1CCN(C)CC1)c1ccccc1 (stereo not drawn)
    -21 | 4 | 9 | -11 | 3 | -6 | -12 | 1.2 | 1.1
9. CCCCCn1c(=O)c(C(=O)Nc2c(C)n(C)n(-c3ccccc3)c2=O)c(O)c2ccccc21
    -11 | -7 | -9 | 25 | 46* | 45* | 6 | 1.1 | 0.94
10. CCC[C@H](N[C@@H](CCC)[C@H](O)c1ccccc1)[C@H](O)c1ccccc1
    -12 | 23 | 2 | 21 | -14 | 18 | -5 | 1.1 | 1
11. C[N+]1(C)CCC(OC(=O)C(c2ccccc2)c2ccccc2)CC1
    -7 | 15 | -3 | -11 | 0 | -11 | 8 | 1.1 | 0.93
12. O=c1[nH]c(=O)n(C2CCCCC2)c(O)c1C=NCCCn1ccnc1
    -4 | 5 | 3 | -21 | 1 | 16 | 0 | 1 | 1
13. CCCCOCCCn1c(N)c(C(=O)OCCOC)c2nc3ccccc3nc21
    -6 | 9 | -10 | 7 | 66* | 36 | -9 | 1.1 | 1.1
14. CC(C)NS(=O)(=O)c1ccc(OCC(=O)N2CCN(Cc3ccccc3)CC2)cc1
    10 | 15 | 1 | 5 | -2 | -11 | -3 | 0.91 | 1
15. CCCCCCNc1nc(OC)nc(N2CC3CC(C2)c2cccc(=O)n2C3)n1 (stereo not drawn)
    -12 | -4 | -14 | 19 | 9 | 30 | -8 | 1.1 | 1.1
16. Cc1ccc(-c2nc3ccc(Cl)cc3n2OC(=O)N(C)C)cc1
    10 | 11 | -6 | -28 | 17 | 13 | -2 | 0.9 | 1
17. COc1cc(C(=O)OC2C[C@H]3CC[C@@H](C2)N3C)ccc1O (stereo partly drawn)
    0 | 18 | 1 | -19 | 1 | 6 | -6 | 1 | 1.1
18. CCOC(=O)C1(c2ccccc2)CCN(CCC(=O)Nc2ccc(C(=O)OC)cc2)CC1
    15 | 13 | -2 | 2 | 7 | -4 | 5 | 0.85 | 0.95
19. COc1ccc(C=O)cc1O
    11 | 0 | 4 | -5 | -3 | 10 | -3 | 0.89 | 1
20. CCCCCCC[n+]1ccc(-c2cc[n+](CCCCCCC)cc2)cc1
    -11 | 35 | 9 | -138 | 11 | -75 | 12 | 1.1 | 0.88
21. Cc1nc2ccc(Br)cc2c(=O)n1-c1ccc([N+](=O)[O-])c(C(F)(F)F)c1
    -2 | 11 | -2 | -26 | -12 | -1 | 3 | 1 | 0.97
22. Cc1cccc(OP(N)(N)=O)c1C
    -12 | 7 | 3 | -2 | 9 | 2 | 7 | 1.1 | 0.93
23. O=C1NC(=O)N(Cc2ccc(F)cc2)C(=O)/C1=C/c1cccs1
    1 | 26 | -10 | -6 | -4 | 17 | 2 | 0.99 | 0.98
24. CCOC(=O)C(O)(c1cn(C)c2ccccc12)C(F)(F)F (stereo not drawn)
    18 | -1 | 4 | -3 | 13 | 12 | 8 | 0.82 | 0.92
25. O=CC(Br)P(=O)(N1CCOCC1)N1CCOCC1 (stereo not drawn)
    8 | -5 | 6 | -9 | -4 | -6 | -12 | 0.92 | 1.1
26. O=[N+]([O-])c1cnc[nH]1
    9 | 1 | 1 | -1 | 7 | -5 | -11 | 0.91 | 1.1
27. C[C@]12CCC3C(CC[C@H]4C[C@@H](O)CC[C@]34C)C1CC[C@@H]2N (stereo partly drawn)
    -16 | 36 | -8 | 2 | 7 | -24 | -5 | 1.2 | 1.1
28. Oc1cc2c(cc1CN1CCN(c3ccccc3F)CC1)OCO2
    -18 | 26 | 5 | 8 | 6 | -7 | 1 | 1.2 | 0.99
29. O=C(Cc1ccccc1)OCCN1CCOCC1
    -7 | -3 | -3 | 1 | 0 | -2 | -4 | 1.1 | 1
30. O=C1/C(=C/c2ccccc2Cl)N2CCC1CC2
    -6 | 11 | 0 | 23 | -23 | 24 | -4 | 1.1 | 1
31. CC(=O)Cc1c[nH]c2ccccc12
    -10 | 3 | . | -8 | 1 | -14 | -16 | 1.1 | 1.2
32. N#Cc1c(N2CCNCC2)nc(-c2ccco2)c2c1CCCC2
    -9 | 8 | -2 | -5 | 5 | 15 | 1 | 1.1 | 0.99
33. Cc1n[nH]c(C)c1CCN
    10 | -4 | -4 | 11 | 0 | -2 | -4 | 0.9 | 1
34. COC(=O)C1=C(c2ccc(OCc3ccccc3)cc2)C[C@@H]2CC[C@H]1N2C(=O)NCCCc1ccccc1
    0 | 8 | -4 | -8 | 18 | 9 | -54 | 0.99 | 1.5
35. CCC(=O)C(CCN1CCOCC1)(c1ccccc1)c1ccccc1
    7 | 18 | 3 | 26 | -9 | 25 | 9 | 0.93 | 0.91
36. COc1ccc(N2C(=O)NC(=O)/C(=C\c3ccc([N+](=O)[O-])s3)C2=O)cc1
    5 | 21 | 4 | 81* | 32 | 68* | 23 | 0.95 | 0.77
37. O=C(O)C(O)(c1ccccc1)C1CCCC1 (stereo not drawn)
    -4 | -1 | -9 | 2 | 9 | 2 | 5 | 1 | 0.95
38. CNCC(=O)c1ccccc1
    -3 | 13 | -15 | -3 | -6 | 5 | 17 | 1 | 0.83
39. COC(=O)C1=C(c2ccc(OC)c(OC)c2)C[C@@H]2CC[C@H]1N2C(=O)NCCO
    -1 | 25 | -11 | -8 | 3 | 0 | -7 | 1 | 1.1
40. CCC(=O)Nc1ccccc1
    9 | 12 | -5 | 0 | -5 | 7 | 14 | 0.91 | 0.85
41. O=c1[nH]c(=O)n(-c2ccccc2)c(O)c1/C=C/C=Nc1ccccc1
    -11 | 24 | -6 | 3 | 3 | -13 | 7 | 1.1 | 0.93
42. O=c1[nH]c(CN2CC=C(c3ccccc3)CC2)nc2scc(-c3cccs3)c12
    -12 | -2 | -3 | 11 | 1 | 12 | 10 | 1.1 | 0.9
43. C=C1C/C(=C/C)C(=O)O[C@@H]2CCN3CC=C(COC(=O)[C@]1(C)O)[C@H]23
    -22 | -3 | -10 | -1 | 7 | -11 | -19 | 1.2 | 1.2
44. NC(=O)c1cc(N2CC2)c([N+](=O)[O-])cc1[N+](=O)[O-]
    -17 | 23 | -6 | 6 | -2 | 9 | -3 | 1.2 | 1
45. COc1ccccc1OCC#CCN1CCCCCC1
    -8 | -4 | 3 | -18 | 11 | -16 | -10 | 1.1 | 1.1
46. COC(=O)C1=C(c2cccc(OC)c2OC)C[C@@H]2CC[C@H]1N2C(=O)NC1CC1
    9 | 17 | -8 | 3 | -1 | -1 | -6 | 0.91 | 1.1
47. O=c1[nH]c2ccccc2n1C1CCN(CCCC(c2ccc(F)cc2)c2ccc(F)cc2)CC1
    -34 | 12 | -5 | 19 | 56* | 28 | -5 | 1.3 | 1.1
48. Cn1cc([N+](=O)[O-])c(C(=O)Nc2ccc3c(C(F)(F)F)cc(=O)oc3c2)n1
    20 | 7 | -9 | 13 | 8 | 12 | 8 | 0.8 | 0.92
49. COC(=O)c1c(C)[nH]c(C(=O)C(Cc2ccccc2)N(C)C)c1C (stereo not drawn)
    0 | 12 | -11 | -25 | 1 | 8 | 3 | 1 | 0.97
50. Clc1ccc(OCC#CCN2CCCC2)cc1
    -5 | 6 | 1 | 8 | -4 | -10 | 1 | 1.1 | 0.99
51. Cc1c(C(=O)C(=O)N2CCOCC2)c2ccccc2n1Cc1ccccc1
    -7 | 2 | 1 | 13 | 1 | 11 | -1 | 1.1 | 1
52. C=CCn1c(O)c(C(CC)=Nc2ccccc2NC(C)=O)c(=O)[nH]c1=O
    -6 | -11 | 3 | -4 | -10 | 8 | -3 | 1.1 | 1
53. CCCC[N+]1(C)[C@@H]2CC(OC(=O)[C@H](CO)c3ccccc3)C[C@H]1[C@@H]1O[C@@H]12 (stereo partly drawn)
    17 | 24 | -3 | -5 | -7 | 5 | -4 | 0.83 | 1
54. COc1ccc2[nH]cc(C3=CCNCC3)c2c1
    -15 | 0 | . | 1 | 2 | -4 | 5 | 1.1 | 0.95
55. CC(=O)c1cn(CCCOc2ccccc2)c2ccccc12
    18 | 5 | -4 | 21 | 6 | 14 | -2 | 0.81 | 1
56. O=C(c1ccc2c(c1)ncn2C1CCCCC1)N1CCC2(CC1)OCCO2
    2 | -31 | 2 | -2 | 5 | 20 | -5 | 0.98 | 1.1
57. CN1CN=C(N[N+](=O)[O-])N(Cc2ccco2)C1
    9 | -4 | -14 | 8 | -2 | 9 | 5 | 0.91 | 0.95
58. COc1ccc(C2NCc3ccccc3-n3cccc32)cc1 (stereo not drawn)
    26 | 35 | -3 | -6 | 5 | 20 | 2 | 0.74 | 0.98
59. Fc1ccc2c(c1)nnn2C1CCN(Cc2nnnn2C2CCCCC2)CC1
    4 | 1 | -17 | 6 | 1 | 16 | 2 | 0.96 | 0.98

Shown as a markdown table: part of the list above.
| item | SMILES | hIAP inh | NLRP3 yeast inh | ATG4B inh | TIM10 inh | Apaf1 inhib | tim10-1 inh | mIAP block | hIAP activ | mIAP activ |
| --- | --- | --- | --- | --- | --- | --- | --- | --- | --- | --- |
| 52 | C=CCn1c(O)c(C(CC)=Nc2ccccc2NC(C)=O)c(=O)[nH]c1=O | -6 | -11 | 3 | -4 | -10 | 8 | -3 | 1.1 | 1 |
| 53 | CCCC[N+]1(C)[C@@H]2CC(OC(=O)[C@H](CO)c3ccccc3)C[C@H]1[C@@H]1O[C@@H]12 (stereo partly drawn) | 17 | 24 | -3 | -5 | -7 | 5 | -4 | 0.83 | 1 |
| 54 | COc1ccc2[nH]cc(C3=CCNCC3)c2c1 | -15 | 0 | . | 1 | 2 | -4 | 5 | 1.1 | 0.95 |

Bioassay records from PubChem BioAssay.
